# Cav32 inh: human Cav3.2 channel inhibition, primary screen | O95180 | Cav3.2-expressing cells, Fluo-4 calcium fluorescence FDSS; active compounds read low | B-score at 10 µM | actives 4% (n = 100,000) | AID 449739;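 active = single-dose well whose peak fluorescence ratio is a statistical outlier from its plate by either plate-standardised score or position-corrected B-score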
# * hit, by the source's call.
# A first look (2 entries):
Cav32 inh	smiles
0.35	CCN1CCN(CCNC(=O)c2ccc(CS(=O)(=O)c3c(Cl)cccc3Cl)o2)CC1
-2.1	COc1ccc(-c2noc(COc3ccccc3OC)n2)cc1OC

# This part in full, from the first entry:
Cav32 inh	smiles
0.35	CCN1CCN(CCNC(=O)c2ccc(CS(=O)(=O)c3c(Cl)cccc3Cl)o2)CC1
-2.1	COc1ccc(-c2noc(COc3ccccc3OC)n2)cc1OC
0.28	O=C(OCc1ccc(COC(=O)c2ccccn2)cc1)c1ccccn1
-2.6	OCc1nc2ccccc2n1CCCOc1ccccc1
0.44	O=C(NNC(=O)C1COc2ccccc2O1)c1ccccc1 (stereo not given)
-0.9	C=CCN1C(=O)C2C(C(=O)NC)C3(C)C=CC2(O3)C1C(=O)NCc1ccc(OC)cc1 (stereo not given)
-0.2	COc1ccc(CNC(=O)C(c2ccco2)N(Cc2cccs2)C(=O)Cc2cccs2)cc1 (stereo not given)
-3.4	N/C(=N\OC(=O)CC1CCCCC1)c1ccccn1
-0.067	COCCn1c(-c2ccc(OC)cc2)cnc1SCC(=O)Nc1cc(C)on1
0.33	Cc1c(NC(=O)Nc2ccc(Cl)c(Cl)c2)sc(=S)n1C
-0.96	O=C(NCc1nc2ccccc2[nH]1)C1=C[C@@H](c2csc3ccccc23)C[C@@H](OCCCCO)O1
0.64	Cn1cnc([N+](=O)[O-])c1Nc1cccc(O)c1
0.3	Cc1nc2nc(COc3ccccc3)nn2c(C)c1Cl
0.39	Cc1ccc(-c2nn3c(C)nnc3s2)cc1NC(=O)c1ccc(Br)o1
0.36	C/C(=N\NC(=O)c1nn(C)cc1Br)c1cccc(NC(=O)C(C)(C)C)c1

Cav32 inh	smiles
0.68	CCOC(=O)C(CC)/C(C)=N/NC(=O)c1ccc([N+](=O)[O-])cc1 (stereo not given)
-1.2	COC(=O)CSc1nc2cc(Cl)ccc2c(=O)n1C1CCCC1
0.23	Cn1nc(-c2ccc(N3CCOCC3)c(NS(=O)(=O)c3ccccc3)c2)c2ccccc2c1=O
-0.12	Cc1ccccc1C(=O)NNC(=O)Cc1cccc2ccccc12
-1.7	CCOc1ccc(CN(C(=O)c2oc3ccccc3c2C)C2CCS(=O)(=O)C2)cc1 (stereo not given)
0.72	COc1ccc(NC2=NCCC(=O)N2Cc2cccs2)cc1
0.096	COc1ccccc1CNC(=O)COC(=O)c1ccc(NC(N)=O)cc1
-2.8	COc1ccc(CNc2cc([N+](=O)[O-])ccc2OC)cc1
1	CC1(C)Cc2c(sc(/N=C/N3CCCCC3)c2C#N)C(C)(C)N1
-4.1	COc1ccc2[nH]c(=O)c(CN(Cc3ccc(C)cc3)Cc3nnnn3CC3CCCO3)cc2c1 (stereo not given)
0.29	COc1ccc(-c2csc(NC(=O)C3CCCO3)n2)cc1 (stereo not given)
-0.084	Cc1ccc(CNC(=O)c2cccc(S(C)(=O)=O)c2)cc1
0.37	c1coc(C2Nc3ccccc3C3OCCC23)c1 (stereo not given)
-0.03	COc1ccc(CNC(=O)CSc2nnc(-c3ccc(NC(C)=O)cc3)n2C)cc1
-0.22	CC(=O)N1CCc2cc(S(=O)(=O)CCC(=O)N3CCN(C(=O)c4ccco4)CC3)ccc21

Cav32 inh	smiles
-5.1*	CCC(CC)C(=O)Nc1ccc(Sc2ccc([N+](=O)[O-])cc2)cc1
-0.14	CCOC(=O)NC1C=CS(=O)(=O)C1 (stereo not given)
0.71	CC(C)c1ccc(N2C(=O)[C@@H]3Cc4ccccc4CN3C2=O)cc1
-2.2	CCOC(=O)COc1ccccc1C1Nc2ccccc2C(=O)N1c1cccc(Cl)c1 (stereo not given)
0.74	O=C(CCSc1nnc2ccc3ccccc3n12)Nc1ccc(F)cc1
0.84	CCOC(=O)c1c(Nc2ccccc2N)cc(C)nc1C
0.61	O=C(c1ccc2snnc2c1)N1CCN(c2ccccn2)CC1
-2	NC1=NC[C@@H](Cc2ccc(O)cc2)N1CCC12CC3CC(CC(C3)C1)C2
0.12	C/C(=N/NS(C)(=O)=O)c1ccc2ccccc2c1
-0.33	CC(=O)Nc1nonc1NC(=O)c1ccc(C(C)(C)C)cc1
-2.8	CC(C)n1c(-c2ccc(C(C)(C)C)cc2)n[nH]c1=S
0.56	Cn1c(=O)c2c(nc(Oc3ccc4c(c3)OCO4)n2Cc2ccc(Cl)cc2)n(C)c1=O
0.0063	Cc1ccc2oc(=O)c3cnn(CC(=O)NCCC(C)C)c3c2c1
-0.34	C(=N\c1nccs1)/Nc1nccs1
-1.2	Cc1ccc(-c2nc(C3CCCN(S(=O)(=O)c4ccc(C(C)(C)C)cc4)C3)no2)cc1 (stereo not given)

Cav32 inh	smiles
-0.034	Cc1cc(C(=O)N[C@H](c2ccccc2)[C@@]2(C)C[C@@H]2[C@@H](C)C(=O)Nc2ccc3ccccc3c2)no1
0.46	C=C1CCN([C@@H](CC(C)C)C(=O)NCc2ccco2)S(=O)(=O)c2ccccc21
0.27	CCOC(=O)/C(C#N)=C/c1ccc(OC)c(OC)c1
0.67	Nc1nc(Nc2ccccc2)nc2ccccc12
-1.4	Cc1n[nH]c(C)c1SCC(=O)Nc1ccc(F)cc1
1.1	Clc1ccc(Cc2ccccc2)nn1
0.082	CCN(C(=O)Cn1c(=O)oc2ccccc21)c1cccc(C(F)(F)F)c1
0.89	COc1cc(CCCN2C(=O)C(=O)NC[C@@H]2c2ccccc2)cc(OC)c1OC
0.55	Cc1nc(N2CCCCC2)c2ccsc2n1
0.079	C=CCn1c(C)c(C(C)=O)c(N2CCOCC2)nc1=S
-1.2	Cc1cc(C)nc(N2CCCC(C(=O)NCC(c3ccccc3)c3ccccc3)C2)n1 (stereo not given)
0.27	O=C(CSc1nnc(SCC(=O)NCc2ccc3c(c2)OCO3)s1)NCc1ccc2c(c1)OCO2
0.81	COCCCNC(=O)Cn1nnc(-c2ccc(NC(=O)c3ccccc3F)cc2)n1
-0.02	CC(C)CCNC(=O)CCCOc1ccccc1
-0.69	COc1cc(C)nc(NCc2ccccc2)n1

# Some of these compounds in order of molar mass, ascending.
Cav32 inh	smiles
0.55	Cc1nc(N2CCCCC2)c2ccsc2n1
0.082	CCN(C(=O)Cn1c(=O)oc2ccccc21)c1cccc(C(F)(F)F)c1
0.46	C=C1CCN([C@@H](CC(C)C)C(=O)NCc2ccco2)S(=O)(=O)c2ccccc21

# Random excerpt: 5 entries already listed.
Cav32 inh	smiles
-1.4	Cc1n[nH]c(C)c1SCC(=O)Nc1ccc(F)cc1
0.079	C=CCn1c(C)c(C(C)=O)c(N2CCOCC2)nc1=S
-0.034	Cc1cc(C(=O)N[C@H](c2ccccc2)[C@@]2(C)C[C@@H]2[C@@H](C)C(=O)Nc2ccc3ccccc3c2)no1
-2.8	CC(C)n1c(-c2ccc(C(C)(C)C)cc2)n[nH]c1=S
-1.2	Cc1cc(C)nc(N2CCCC(C(=O)NCC(c3ccccc3)c3ccccc3)C2)n1 (stereo not given)

# Next part.
Cav32 inh	smiles
-0.68	COc1cccc(OC)c1C(=O)Nc1ccc2c3c(cccc13)CC2
-0.91	Cc1nc2nc(C)n(-c3ccccc3)c2s1
0.012	COc1cccc(NS(=O)(=O)CC23CCC(CC2=O)C3(C)C)c1 (stereo not given)
0.3	CC(C)(C)n1nc2c(c1NC(=O)c1ccco1)CS(=O)C2 (stereo not given)
-0.22	COc1ccc(C(=O)CSc2nnc(-c3ccccc3)o2)cc1
0.0047	CCSc1nnc([C@H](Cc2ccccc2)NC(=O)OC(C)(C)C)o1
-0.083	CCN(CC)c1ccc(C=N/C(C#N)=C(\N)C#N)cc1
-2	CCSc1nnc(-c2cccc(S(=O)(=O)N(CC)CC)c2)n1Cc1ccccc1
0.32	COc1ccc(-c2noc(CN(C)S(=O)(=O)c3ccc(Cl)cc3)n2)cc1OC
0.74	CCCC(=O)c1cc(-c2nc3ccccc3n2C)n(C)c1
-4.1	COc1ccccc1N1CCN(C(c2ccc(C)cc2)c2nnnn2C(C)C)CC1 (stereo not given)
0.089	CCc1nccn1C(=O)c1cnn2c(C(F)F)cc(-c3ccccc3)nc12
0.39	Cc1ccc(N(CC(O)Cn2c3ccccc3c3ccccc32)S(C)(=O)=O)c(C)c1 (stereo not given)
0.8	Cc1c(-c2nnnn2-c2ccc(F)cc2)cnc2cc3c(cc12)OCO3
-0.048	Cc1cc(C)n(-c2nc3ccccc3c(=O)n2OC2CCCCC2)n1

Cav32 inh	smiles
0.014	Nn1c(SCC(=O)NC(=O)NC2CCCC2)nnc1-c1ccccc1F
0.19	O=C(O)c1ccc(CNCc2cccc(Cl)c2Cl)cc1
-1.1	COc1ccc(C)cc1NC(=O)CN1CCN(S(=O)(=O)c2ccc(C(C)C)cc2)CC1
-0.057	Cc1ccc(C2NC(=O)c3c(sc4c3CCN(C)C4)N2)s1 (stereo not given)
0.066	C(=N\Nc1ncnc2sc3c(c12)CCC3)/c1cccs1
-0.42	C=CCn1c(SCC(=O)c2ccc(Cl)s2)nc2ccccc2c1=O
-1.1	CC1(C)CC2CC(C)(CN2C(=O)COC(=O)c2ccc(Cl)cc2N)C1 (stereo not given)
-4.2*	O=C(NCc1ccccc1)[C@H]1C[C@@H]1[C@H](NP(=O)(c1ccccc1)c1ccccc1)c1ccccc1
0.11	O=C(Nc1ccc(Cl)cc1)N1CCC(c2nc(-c3ccc(F)cc3)no2)CC1
0.36	CCOc1ccc2nc(NCCNS(=O)(=O)c3ccccc3)c(C#N)cc2c1
0.12	CCc1cc2c(NCc3ccco3)ncnc2s1
1.2	Cc1onc(-c2c(Cl)cccc2Cl)c1C(=O)n1nnc2ccccc21
1	Nc1c(-c2ccc(F)cc2)cnc2ncnn12
-0.51	CC(C)C(=O)N1CCN(c2nc(-c3ccccc3)c3c(c2C#N)CC(C)(C)OC3)CC1
-1.5	CCN1C(=O)OC2(CCCCC2)C1(C)O (stereo not given)

Cav32 inh	smiles
0.063	CCOC(=O)c1cc(NC(=O)c2cc(C)on2)cc(C(=O)OCC)c1
0.56	COC(=O)CCC(=O)OC1(C)C(=O)C=C2C=C(c3ccsc3)OC=C2C1=O (stereo not given)
0.041	CSc1nc(C)cc(SCC(=O)Nc2ccccc2)n1
-2.7	CCCCN(CCCC)C(=O)CSc1nnc(-c2cc(OC)c(OC)c(OC)c2)o1
0.11	CCOC(=O)c1nnn(-c2nonc2N)c1CNC(C)C
0.59	CCOC(=O)N1CCC(N2CCN(S(=O)(=O)c3ccc(NC(C)=O)cc3)CC2)CC1
-0.92	CC(C)C1C(C#N)=C(N)Oc2n[nH]c(C(C)(C)C)c21 (stereo not given)
0.04	O=C(Oc1cccc2cccnc12)c1ccc(Br)o1
0.099	CC(C)CC(N=C1NC(C)(C)Cc2ccccc21)C(=O)O (stereo not given)
0.88	CCCC(=O)c1ccc(N2CCN(C(=O)OCC)CC2)c(F)c1
0.33	CCN1CCN(Cc2nc3c(c(=O)[nH]c(=O)n3C)n2Cc2ccccc2Cl)CC1
-0.39	Cc1cccc(Nc2nc(N3CCCC3)nc(N3CCCC3)n2)c1
-2.9	COc1ccc(/C(=N\O)c2ncc(C(F)(F)F)cc2Cl)cc1
-2.7	CC1=CC(C)(C)N(C(=O)CSc2nnc(N)s2)c2c(C)cc(C)cc21
-0.91	O=C(Nc1ccccc1N1CCN(C(=O)c2ccc(Cl)cc2)CC1)c1cc(Br)ccc1Cl

Cav32 inh	smiles
0.85	CC1CCCC(C)N1C(=O)CSc1nnc(CSc2ncccn2)n1C (stereo not given)
-4	CCCCn1c(SCC(=O)Nc2cc(C)on2)nc2c1c(=O)n(C)c(=O)n2C
-0.48	COc1cccc(Cn2c(NCC(C)C)nc3c2c(=O)n(C)c(=O)n3C)c1
-5	CCOc1ccc(Cn2nnc(C(=O)NCCc3ccc(Cl)cc3)c2N)cc1
0.099	COCCNC(=O)CN(c1ccc(OC)c(OC)c1)S(=O)(=O)c1ccc(C)cc1
-0.015	COc1ccc(OC)c(NC(=O)c2cc(S(=O)(=O)NCc3ccco3)ccc2F)c1
-0.18	CCOc1ccccc1Oc1ccc(C(F)(F)F)cn1
-1.7	S=c1[nH]nc(-c2ccc(Br)cc2)n1Cc1ccco1
0.46	CN1CC(c2ccc(Cl)c(Cl)c2)[C@@]2(COc3ccccc3C2=O)[C@@]12C(=O)Nc1ccccc12 (stereo not given in full)
-0.056	CC1CCCC(C)N1/N=C/c1ccc(Cl)cc1 (stereo not given)
0.18	COc1ccc2c(=O)c(-c3ccc(OC)c(OC)c3)coc2c1
-0.34	O=C(CSCc1ccccc1Cl)NN1C(=O)c2ccccc2C1=O
0.16	CCOc1ccc(NC(=O)CSc2nnc(-c3ccoc3C)n2CC2CCCO2)cc1 (stereo not given)
0.011	CCOC(=O)c1c(N)nn(C(=O)C(C)(C)C)c1-c1ccccc1
-0.91	COC(=O)NNC(=O)COc1ccc(Br)c(C)c1

Cav32 inh	smiles
-5.4*	Cc1ccc(CNC(=O)c2nnn(-c3cccc(C)c3)c2N)cc1
-0.07	CN(C)S(=O)(=O)c1ccc(C(=O)OCC(=O)NC(=O)NCc2ccccc2)cc1
-0.15	O=C(Nc1ccccn1)NC1CCS(=O)(=O)C1 (stereo not given)
0.47	N#Cc1ccc(Cl)cc1NC(=O)COC(=O)c1ccc(S(=O)(=O)N2CCCC2)cc1
-0.93	FC(F)(F)c1nc(N2CCCC2)ncc1-c1nnnn1-c1ccccc1
1.2	COc1ccc(OC)c(S(=O)(=O)N(C)CC(=O)Nc2ccccc2OC)c1
-6.3e-05	CC1=CC(C)(C)NC(=S)N1c1ccccc1
2.1e-05	CCCn1c(C)cc(C(=O)COc2ncnc3sccc23)c1C
0.28	COc1ccccc1NC(=S)NNC(=O)c1cc(C)n(C)n1
0.48	OCCN1CCN(CC(O)COCc2ccc3c(c2)OCO3)CC1 (stereo not given)
-7.1*	O=C(c1cc2ccccc2oc1=O)N(Cc1cccs1)Cc1ccccc1Cl
0.3	C=CCOc1ccc(CNn2nnnc2N)cc1

# Quoted from the listing:
# Result of `FC(F)(F)c1nc(N2CCCC2)ncc1-c1nnnn1-c1ccccc1` in Cav32 inh: -0.93
# Result of `N#Cc1ccc(Cl)cc1NC(=O)COC(=O)c1ccc(S(=O)(=O)N2CCCC2)cc1` in Cav32 inh: 0.47
# Result of `Cc1ccc(CNC(=O)c2nnn(-c3cccc(C)c3)c2N)cc1` in Cav32 inh: -5.4*
# Result of `OCCN1CCN(CC(O)COCc2ccc3c(c2)OCO3)CC1` (stereo not given) in Cav32 inh: 0.48

# Only part of the results is shown, so the mix of outcomes need not match the whole.
